Screens as filed in PubChem.
D2 antag: antagonists of human D2 dopamine receptor. HEK293 TREx D2 cells, calcium flux, dopamine EC80. inhibition, % at 10 µM. actives 2% (n = 340,000); in the data active = inhibition above about 30%; note: 0% is about no effect
Target sequence (P14416 whole entry, looked up): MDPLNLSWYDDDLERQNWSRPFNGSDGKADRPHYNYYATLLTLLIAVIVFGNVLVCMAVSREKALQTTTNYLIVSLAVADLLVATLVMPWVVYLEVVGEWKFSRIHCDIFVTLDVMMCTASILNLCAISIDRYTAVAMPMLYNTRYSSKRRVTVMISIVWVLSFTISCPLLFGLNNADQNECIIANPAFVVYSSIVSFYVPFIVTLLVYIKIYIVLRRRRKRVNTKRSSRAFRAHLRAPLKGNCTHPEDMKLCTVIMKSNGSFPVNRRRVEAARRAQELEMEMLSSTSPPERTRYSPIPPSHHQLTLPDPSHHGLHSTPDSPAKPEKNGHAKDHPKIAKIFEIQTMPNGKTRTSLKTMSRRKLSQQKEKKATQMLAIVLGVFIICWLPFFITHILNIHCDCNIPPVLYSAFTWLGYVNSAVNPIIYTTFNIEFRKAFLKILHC
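Tetracycline-induced HEK293 TREx cells expressing D2 receptor forced-coupled to calcium signalling, loaded with no-wash calcium dye. Compounds added and calcium flux read 180 s, then dopamine added at EC80 and read a further 180 s.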
TRHR PAM: TRH receptor (human) allosteric enhancement; P34981; TRHR cells, fluo-8 calcium fluorescence, EC20 TRH enhancement; enhancement, % at 2 µM; actives 0.66% (n = 360,000); in the data active = enhancement above about 30%; note: 0% is about no effect
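TRHR-expressing cells loaded with fluo-8 calcium dye were read kinetically (ex 480/em 530) during compound addition, then stimulated with an EC20 of TRH (10 nM final). Enhancement of the Gq-mediated intracellular calcium response was scored.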
D1 antagonist: human D1 dopamine receptor antagonism; P21728; HEK293 TREx D1 cells, calcium flux, dopamine EC80; hits give low values; activity change, negative = inhibition, % at 10 µM; actives 3.2% (n = 360,000); AID 504652; in the data active = activity change below about -30%; note: % is set by controls: 0 for no effect and ±100 for the full control effect
Target sequence (P21728 whole entry, looked up): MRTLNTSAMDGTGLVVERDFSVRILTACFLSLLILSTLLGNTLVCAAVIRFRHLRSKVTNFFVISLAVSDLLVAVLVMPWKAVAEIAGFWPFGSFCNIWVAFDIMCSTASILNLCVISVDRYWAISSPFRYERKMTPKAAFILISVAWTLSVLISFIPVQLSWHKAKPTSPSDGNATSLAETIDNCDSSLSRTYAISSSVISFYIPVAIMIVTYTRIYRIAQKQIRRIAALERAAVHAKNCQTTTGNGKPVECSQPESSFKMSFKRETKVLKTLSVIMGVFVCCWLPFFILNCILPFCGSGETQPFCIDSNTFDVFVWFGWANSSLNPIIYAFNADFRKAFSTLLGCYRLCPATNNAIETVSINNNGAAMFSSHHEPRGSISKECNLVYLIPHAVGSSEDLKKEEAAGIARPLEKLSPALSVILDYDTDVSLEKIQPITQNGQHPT
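Compound effects on dopamine-evoked calcium signalling were measured in tetracycline-induced HEK293 Trex D1 cells. Dopamine at EC80 followed a 180 s compound pre-read, and fluorescence was tracked kinetically for 180 s more.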
RXFP1 antagonist: RXFP1 (human) relaxin receptor antagonism; Q9HBX9; HEK293-RXFP1, relaxin-stimulated cAMP HTRF, 30 min; hits give low values; activity change, negative = inhibition, % at 57.5 µM; actives 0.59% (n = 350,000); AID 1259400;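 active = activity change of -60% or lower, but not beyond a set lower limit; inconclusive = change between -60% and -40%, or beyond the set limit; inactive = change above -40%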; note: % is set by controls: 0 for no effect and ±100 for the full control effect
D1 PAM: enhances dopamine response at the human D1 receptor; potentiation, % at 10 µM; HEK293 TREx D1 cells, calcium flux, dopamine EC20 potentiation; actives 0.036% (n = 360,000); in the data active = potentiation above about 30%; note: 0% is about no effect
D1 agonist: agonists of human D1 dopamine receptor. P21728. HEK293 T-REx D1 cells, calcium flux, agonist mode. activation, % at 2 µM. actives 1% (n = 360,000). AID 504660; note: 0% is about no effect
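Inducible HEK293 T-REx D1 cells, force-coupled to calcium signalling, were plated at 4000 cells/well with tetracycline and held overnight at 30 C. After no-wash calcium dye loading, compound-evoked calcium rise over 180 s flagged agonists.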
TRHR agonist: TRH receptor (human) agonism. P34981. TRHR cells, calcium flux fluo-8, FDSS agonist mode. activation, % at 2 µM. actives 0.18% (n = 360,000). AID 493084; note: 0% is about no effect
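Read-out: compound-evoked intracellular calcium rise in TRHR cells, fluo-8 dye, kinetic FDSS fluorescence at 1 s/cycle following a 10-cycle baseline. Cells cultured overnight before dye loading (30 min–1.5 h, RT).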
D2 PAM: positive allosteric modulators of human D2 dopamine receptor; P14416; HEK293 T-REx D2, calcium flux, EC20 dopamine potentiation; potentiation, % at 10 µM; actives 0.34% (n = 340,000); AID 485347;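 active = potentiation over 3 SD above the plate norm, cut at about 30% in these data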; note: 0% is about no effect
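Tetracycline-induced Hek293 Trex D2 cells, force-coupled to calcium, loaded with no-wash calcium dye. Compound added with 180 s kinetic read for agonism, then EC20 dopamine and a further 180 s read for potentiation.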
D2 agonist: agonists of human D2 dopamine receptor. HEK293 T-REx D2 cells, calcium flux agonist mode. P14416. AID 485358. activation, % at 2 µM. actives 0.53% (n = 340,000);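 active = activation over 3 SD above normal in the single-dose calcium agonist read, cut at about 30% in these data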; note: 0% is about no effect
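Calcium-flux readout, 1 cycle/sec over 180 s following compound pin transfer, in inducible HEK293 Trex D2 cells (force-coupled); dopamine controls included. Positive calcium responses during this window marked compounds as potential agonists.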
Starred values were filed as active, the others as inactive. Cut-off read from the data, not from the text of the source, unless noted: active = activation above about 30%; inactive = the rest.

`Cc1ccc(NS(=O)(=O)c2ccc3nc(-c4ccccc4)[nH]c3c2)c(Cl)c1` gave TRHR PAM -6, D1 antagonist -17, D1 PAM -5, D1 agonist 15, TRHR agonist 0.6, D2 PAM -1 and D2 agonist 0.7.
For Cc1[nH]c2ccccc2c1CCNC(=O)c1ccc2nccnc2c1 the results were D2 antag -1, TRHR PAM 0, D1 antagonist -4, RXFP1 antagonist -2, D1 PAM -9, D1 agonist 1, TRHR agonist -0.6, D2 PAM 0 and D2 agonist 0.9.
For O=C(NCCC1CCCCN1S(=O)(=O)c1ccccc1)C(=O)NCc1ccco1 (stereo not drawn) the results were D2 antag -8, TRHR PAM 2, D1 antagonist -5, RXFP1 antagonist 4, D1 PAM -12, D1 agonist 7, TRHR agonist -0.2, D2 PAM -4 and D2 agonist -0.5.
For Cc1cc(C(=O)C(=O)N(C)C)c(C)n1-c1ccc(Cl)c(Cl)c1 the results were D2 antag -11, TRHR PAM -1, D1 antagonist -1, RXFP1 antagonist 4, D1 PAM -2, D1 agonist 1, TRHR agonist -0.7, D2 PAM 2 and D2 agonist -1.5.
`CC(=O)NC(CCS(C)(=O)=O)C(=O)Nc1cc(C)on1` (stereo not drawn) gave D2 antag 5, TRHR PAM 16, D1 antagonist -10, RXFP1 antagonist 2, D1 PAM -2, D1 agonist 1, TRHR agonist 0.5, D2 PAM -1 and D2 agonist -0.1.
For COc1ccc(C)cc1NC(=O)C(Sc1nnc2ccccn12)c1ccccc1 (stereo not drawn) the results were D2 antag 11, TRHR PAM 2, D1 antagonist -1, D1 PAM -7, D1 agonist -2, TRHR agonist -0.4, D2 PAM 1 and D2 agonist -0.7.
`Cc1ccc(NC(=O)c2ocnc2C)cc1Cl` gave D2 antag 10, TRHR PAM 1, D1 antagonist 9, RXFP1 antagonist 12, D1 PAM 0, D1 agonist 1, TRHR agonist 0.7, D2 PAM 4 and D2 agonist -0.6.
`COCCn1c(-c2cccs2)csc1=Nc1cccnc1` gave D2 antag -1, TRHR PAM -6, D1 antagonist -21, RXFP1 antagonist 3, D1 PAM -4, D1 agonist 2, TRHR agonist -0.6, D2 PAM 8 and D2 agonist 0.2.
CCSc1ncc(/C=N/Nc2ccc(F)cc2)n1C was read as D2 antag -9, TRHR PAM 1, D1 antagonist -19, RXFP1 antagonist -16, D1 PAM -4, D1 agonist 1, TRHR agonist 0.0, D2 PAM -1 and D2 agonist -0.6.
CCOC(=O)Cc1cc(=O)n2[nH]c(C)c(C#N)c2n1 was read as D2 antag -11, TRHR PAM -1, D1 antagonist 6, RXFP1 antagonist 14, D1 PAM -1, D1 agonist 1, TRHR agonist 0.3, D2 PAM -4 and D2 agonist 0.7.
COc1ccc(N(CC(=O)NCc2cccc(OC)c2)S(=O)(=O)c2c(C)noc2C)cc1 was read as D2 antag 1, TRHR PAM -4, D1 antagonist 8, RXFP1 antagonist -8, D1 PAM 1, D1 agonist -1, TRHR agonist 0.3, D2 PAM 6 and D2 agonist 0.1.
For CCC(=O)N1c2ccc(C)cc2C2=NNC(=S)NC21O (stereo not drawn) the results were D2 antag 10, TRHR PAM 6, D1 antagonist -11, RXFP1 antagonist -10, D1 PAM -5, D1 agonist 1, TRHR agonist 0.2, D2 PAM 0 and D2 agonist -0.7.

Pulled by compound from above, 3 records:
`COCCn1c(-c2cccs2)csc1=Nc1cccnc1` gave D2 antag -1, TRHR PAM -6, D1 antagonist -21, RXFP1 antagonist 3, D1 PAM -4, D1 agonist 2, TRHR agonist -0.6, D2 PAM 8 and D2 agonist 0.2.
`Cc1ccc(NS(=O)(=O)c2ccc3nc(-c4ccccc4)[nH]c3c2)c(Cl)c1` gave TRHR PAM -6, D1 antagonist -17, D1 PAM -5, D1 agonist 15, TRHR agonist 0.6, D2 PAM -1 and D2 agonist 0.7.
CCOC(=O)Cc1cc(=O)n2[nH]c(C)c(C#N)c2n1 was read as D2 antag -11, TRHR PAM -1, D1 antagonist 6, RXFP1 antagonist 14, D1 PAM -1, D1 agonist 1, TRHR agonist 0.3, D2 PAM -4 and D2 agonist 0.7.

More entries follow:
`Clc1cccc(-c2noc3ncnc(NC4CCCCC4)c23)c1` gave TRHR PAM -1, D1 antagonist -3, D1 PAM 0, D1 agonist 5, TRHR agonist -0.7, D2 PAM 0 and D2 agonist 1.3.
Screening COc1ccccc1NC(=O)CC(NC1CCCCC1)C(=O)O (stereo not drawn) returned D2 antag -13, TRHR PAM 7, D1 antagonist 6, RXFP1 antagonist 5, D1 PAM -7, D1 agonist 1, TRHR agonist 0.8, D2 PAM 3 and D2 agonist 1.0.
For C=CCn1c2ccccc2c2nnc(SC(CC)C(=O)Nc3nc(C)c(C(=O)OCC)s3)nc21 (stereo not drawn) the results were D2 antag -13, TRHR PAM 5, D1 antagonist 5, RXFP1 antagonist 0, D1 PAM 11, D1 agonist 14, TRHR agonist -0.5, D2 PAM 7 and D2 agonist -0.6.
`Cc1cc(C)c(S(=O)(=O)N2CCCC2=O)cc1N(C)S(C)(=O)=O` gave D2 antag -3, TRHR PAM 18, D1 antagonist -24, RXFP1 antagonist -4, D1 PAM -2, D1 agonist 9, TRHR agonist 1.3, D2 PAM -4 and D2 agonist 0.8.
For Cc1c(-n2c(SCC(=O)N(C)C3CCS(=O)(=O)C3)nc3ccccc3c2=O)c(=O)n(-c2ccccc2)n1C (stereo not drawn) the results were D2 antag 8, TRHR PAM 0, D1 antagonist -19, RXFP1 antagonist -1, D1 PAM -4, D1 agonist 4, TRHR agonist -0.3, D2 PAM 13 and D2 agonist -0.4.
Screening O=C(COc1ccc(F)cc1)NNC(=O)c1cc2ccccc2oc1=O returned D2 antag 10, TRHR PAM -3, D1 antagonist -30*, RXFP1 antagonist -2, D1 PAM -9, D1 agonist 1, TRHR agonist 0.0, D2 PAM -6 and D2 agonist 1.0.
For Cc1ccc(S(=O)(=O)N2CCOCC2)cc1C(=O)N1CCCC1 the results were D2 antag 8, TRHR PAM -8, D1 antagonist 1, RXFP1 antagonist -16, D1 PAM 7, D1 agonist 2, TRHR agonist 0.0, D2 PAM 7 and D2 agonist 0.5.
Cc1ccc2onc(CC(=O)O)c2c1 was read as D2 antag -10, TRHR PAM 3, D1 antagonist 13, RXFP1 antagonist 12, D1 PAM -4, D1 agonist 1, TRHR agonist 0.5, D2 PAM 5 and D2 agonist 0.0.
`O=C(O)c1ccccc1NC(=O)c1ccccc1-c1ccccc1C(=O)O` gave D2 antag 4, TRHR PAM -3, D1 antagonist -3, RXFP1 antagonist 1, D1 PAM -5, D1 agonist -1, TRHR agonist 0.2, D2 PAM -2 and D2 agonist -0.3.
`COc1ccccc1-c1noc(-c2ccccc2C(=O)N2CCOCC2)n1` gave D2 antag -9, TRHR PAM 14, D1 antagonist -8, RXFP1 antagonist -4, D1 PAM -5, D1 agonist 0, TRHR agonist 0.5, D2 PAM 10 and D2 agonist -0.8.
`Cc1c(C(=O)N2CCCC2)oc2c1-c1[nH]ncc1CC2` gave D2 antag 7, TRHR PAM -5, D1 antagonist -8, RXFP1 antagonist 1, D1 PAM -3, D1 agonist -3, TRHR agonist -0.1, D2 PAM 11 and D2 agonist -0.3.
For COc1cccc(CN2CC(C(=O)NCCCc3ccncc3)CCC2=O)c1 (stereo not drawn) the results were D2 antag 10, TRHR PAM -8, D1 antagonist -2, RXFP1 antagonist -6, D1 PAM -5, D1 agonist -1, TRHR agonist 0.9, D2 PAM -2 and D2 agonist 0.1.
CCCC12CN3CCN(CC(C3)/C1=N\NC(=O)c1ccccc1Cl)C2 was read as TRHR PAM 7, D1 antagonist -11, RXFP1 antagonist 2, D1 PAM 11, D1 agonist 5 and TRHR agonist -1.5.
For CC(C)(C)NC(=O)CN(C(=O)C(=O)Nc1ccc2c(c1)OCCO2)C(C)(C)C the results were D2 antag 12, TRHR PAM 2, D1 antagonist 0, RXFP1 antagonist 6, D1 PAM 3, D1 agonist -1, TRHR agonist 0.2, D2 PAM -5 and D2 agonist 0.6.
Cc1cc(C(=O)N/N=C/c2cc(Cl)cc([N+](=O)[O-])c2O)n[nH]1 was read as D2 antag 10, TRHR PAM -2, D1 antagonist -3, RXFP1 antagonist inconclusive, D1 PAM 1, D1 agonist 3, TRHR agonist 0.0, D2 PAM 1 and D2 agonist -1.0.
For Cc1ccc(NS(=O)(=O)c2cc(C(=O)N(C)C)ccc2C)cc1C the results were D2 antag -1, TRHR PAM 17, D1 antagonist -37*, RXFP1 antagonist -10, D1 PAM 4, D1 agonist 0, TRHR agonist 0.1, D2 PAM -9 and D2 agonist 1.1.
Screening C/C(=N\OCC(=O)N/N=C/c1ccccc1)c1cccs1 returned D2 antag 17, TRHR PAM 35*, D1 antagonist 3, RXFP1 antagonist -3, D1 PAM 0, D1 agonist 3, TRHR agonist 0.4, D2 PAM -16 and D2 agonist 0.2.
O=C(NCC1CCCO1)c1cc2cc(F)ccc2[nH]1 (stereo not drawn) was read as TRHR PAM 10, D1 antagonist -9, RXFP1 antagonist -9, D1 PAM -4, D1 agonist 3, TRHR agonist -0.5 and D2 PAM 14.
Screening COc1ccc(-n2ncc3c2CC(C)(C)CC3NC(=O)CCn2nc(C)cc2C)cc1 (stereo not drawn) returned D2 antag 0, TRHR PAM -3, D1 antagonist -20, RXFP1 antagonist -1, D1 PAM -4, D1 agonist 4, TRHR agonist -1.7, D2 PAM 0 and D2 agonist -0.6.
For CCn1cc(CN2CCC(n3nccc3NC(=O)c3cccc(F)c3)CC2)cn1 the results were D2 antag -2, TRHR PAM -2, D1 antagonist -21, RXFP1 antagonist -8, D1 PAM -3, D1 agonist 1, TRHR agonist -0.1, D2 PAM 6 and D2 agonist 1.5.
FC(F)Oc1ccc(NC(=S)NCc2ccccc2)cc1Cl was read as D2 antag -19, TRHR PAM 0, D1 antagonist -20, RXFP1 antagonist -6, D1 PAM -5, D1 agonist 11, TRHR agonist 1.2, D2 PAM -5 and D2 agonist 4.1.
CCOC(=O)NN1C(=O)c2ccccc2NC1c1ccccc1 (stereo not drawn) was read as D2 antag 28, TRHR PAM 6, D1 antagonist -2, RXFP1 antagonist 3, D1 PAM 0, D1 agonist 0, TRHR agonist -0.8, D2 PAM 6 and D2 agonist 0.9.
`O=C(N/N=C/c1cccc([N+](=O)[O-])c1)c1cccc2cc[nH]c12` gave TRHR PAM -4, D1 antagonist 14, RXFP1 antagonist -8, D1 PAM -2, D1 agonist -2 and TRHR agonist -1.4.
For COc1ccc(NC(=O)Nc2ccc(F)cc2F)c(C)c1 the results were D2 antag -6, TRHR PAM -7, D1 antagonist -29, RXFP1 antagonist 2, D1 PAM -5, D1 agonist 1, TRHR agonist -0.2, D2 PAM -6 and D2 agonist -0.2.
